# DENV2 CPE: inhibitors of DENV2 cytopathic effect; CPE inhibition, % at 9.99 µM; AID 651640; DENV2-infected cells, cytopathic effect rescue, plate reader; 350,000 tested, 1.7% active; in the data active = CPE inhibition above about 20%, passing the limit was not always enough; inconclusive = no clear call, values can overlap the other calls; tested in BHK-21 cells;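 note: 0% = median of neutral control wells and 100% = median of positive control wells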
# PAX8 reporter: lowers PAX8-driven luciferase in RMG-I cells; 360,000 tested, 1.2% active; inhibition, % at 12.6 µM; AID 652154; RMG-I TPO-luciferase reporter, SteadyGlo, 24 h;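 active = mean replicate inhibition at least 60% with every replicate also reaching 60%; inconclusive = only one of the two criteria is met; inactive = mean below 60% and not all replicates reaching 60%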;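 note: luciferase light reporting Pax8 driven TPO promoter activity; plate controls were median of neutral control wells for no effect and mitoxantrone controls for full effect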
# ERp5 block: ERp5 (human) disulfide isomerase inhibition | ERp5 insulin aggregation, absorbance 650 nm, 90 min | AID 651711 | 350,000 tested, 0.05% active | inhibition, % at 9.99 µM | Q15084;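 active = mean replicate inhibition above about 25%, with every replicate also reaching it, limit read from the data, passing the limit was not always enough; inconclusive = only one of those two criteria met; inactive = neither criterion met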
# Target sequence (Q15084 whole entry, looked up): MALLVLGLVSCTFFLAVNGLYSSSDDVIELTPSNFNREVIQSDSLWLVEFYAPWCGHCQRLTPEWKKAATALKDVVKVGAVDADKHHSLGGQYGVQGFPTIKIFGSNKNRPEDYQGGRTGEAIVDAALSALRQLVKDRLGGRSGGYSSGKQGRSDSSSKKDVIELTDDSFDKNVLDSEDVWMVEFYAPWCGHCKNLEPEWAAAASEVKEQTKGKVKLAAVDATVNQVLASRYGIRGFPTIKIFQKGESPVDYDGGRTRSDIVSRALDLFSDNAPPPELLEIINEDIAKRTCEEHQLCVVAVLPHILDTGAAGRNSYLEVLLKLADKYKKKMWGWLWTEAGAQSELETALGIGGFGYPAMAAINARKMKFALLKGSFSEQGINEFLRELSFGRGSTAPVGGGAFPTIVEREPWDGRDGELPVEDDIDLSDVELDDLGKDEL
# CFTR F508del cor: CFTR F508del correction in bronchial cells | CFBE cells, YFP halide quenching; stimulated with forskolin plus potentiator P3; % fluorescence drop versus neutral controls | activity (quench increase), % at 7.58 µM | 350,000 tested, 0.36% active | AID 720511;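 active = mean added fluorescence quench of at least 8% versus neutral control, with both replicates also reaching 8%; inconclusive = only one of the mean or replicate conditions met; inactive = mean below 8% and not both replicates reaching 8%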;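 note: cells transiently co-express mutant CFTR-F508del with the halide-sensitive YFP; corrector assay measuring rescue of mutant channel to the surface after 24 h compound exposure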
# ARNT-TACC3 inh: disruptors of human ARNT/TACC3 interaction; inhibition, % at 9.99 µM; AlphaScreen His-ARNT PAS-B/GST-TACC3 binding, luminescence; TACC3 fragment carries E629A point mutation; 390,000 tested, 0.66% active;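 active = mean inhibition of replicates at least 50% and at least half of replicates each reaching 50%; inconclusive = half or more replicates reach 50% but mean below 50%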;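 note: 0% = complete ARNT plus TACC3 wells and 100% = ARNT alone without TACC3; many hits fall short of the cut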
# XiGFP reactiv: activators of X-chromosome reactivation in mouse fibroblasts | XiGFP mouse fibroblasts, % GFP-positive cells imaging, 3 d; cells co-treated with 5-aza-dC sensitizer; scaled so ellipticine positive control = 100% | activation, % at 7.58 µM | 360,000 tested, 0.055% active;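 active = mean normalized replicate activation at least 10% and every replicate at or above 10%; inconclusive = only one of the two criteria met; inactive = mean below 10% and not all replicates reach 10%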;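 note: 0% = median of on-plate neutral control wells and 100% = ellipticine 6 µM median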
#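 System: XiGFP fibroblasts, SV40-immortalized. Medium: DMEM plus 5-aza-dC sensitizer. Doses: single point. Timing: 3 d treatment, 15 min room-temperature fixation. Control set: ellipticine 6 µM.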
# EWS-Fli block: EWS/Fli transcriptional activity inhibition; A673 NR0B1-luciferase reporter, viability-normalised; inhibition, % at 12.6 µM; 350,000 tested, 0.67% active; AID 651661;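 active = mean inhibition of at least 50% after viability correction, with every replicate also passing that limit; inconclusive = mean reaches 50% but only one of two replicates passes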;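 note: firefly luciferase signal divided by Alamar Blue viability fluorescence both relative to DMSO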
# GSIS activator: GLuc luminescence reporter in INS-1E cells, primary screen for activators of glucose-dependent secretion of insulin; INS-1E GLuc reporter insulin secretion, 2-3 h; activation, % at 16.6 µM; 370,000 tested, 0.61% active; AID 743287;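 active = lowest replicate activation of at least 40%, so every replicate reaches that level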;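 note: 0% = median of neutral control wells and 100% = median of IBMX positive control wells; some compounds called inactive have numbers as strong as hits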
# * = called active by the depositor; ? = inconclusive; / = not tested or not shown; & = joins results of further samples.
SMILES,DENV2 CPE,PAX8 reporter,ERp5 block,CFTR F508del cor,ARNT-TACC3 inh,XiGFP reactiv,EWS-Fli block,GSIS activator
CCOc1ccc(CNC(=O)CCCC(=O)n2nc(C)c3ccccc32)cc1,-3,-11,-4,0.7,-3,0.2,/,-6
CCOC(=O)N1CCC2(CC1)C(C#N)=C(N)OC1=C2C(=O)CCC1,12,15,1,1.3,24,0.0,-1,/
COc1ccc(-c2ccc3c(c2)[C@@H]2[C@@H](CCN2S(=O)(=O)c2ccc(F)cc2)[C@@H](CO)N3C)cc1,-1,7,7,5.2,/,-0.1,9,-48
CC1CC(C)CN(CC(O)COCc2ccccc2F)C1 (stereo not drawn),7,3,0,-0.7,-18,0.3,7,-7
Cn1c2ccccc2c2c(C(=O)O)cn(C3CCCC3)c(=O)c21,-1,19,2,-0.6,-3,0.0,7,/
C/C(O)=C(/C=NCC(=O)O)C(=O)Nc1nccs1,/,9,6,1.0,/,0.1,8,5
Cc1ccc(S(=O)(=O)N(C)C[C@@H]2Oc3cc(C#Cc4ccccc4)ccc3S(=O)(=O)N([C@@H](C)CO)C[C@@H]2C)cc1,-7,21,-6,/,7,-0.9,12,1
CCc1cc(C(=O)N2CCCC(C(=O)c3cccc(OC(C)C)c3)C2)n(C)n1 (stereo not drawn),-1,-1,1,0.2,-6,0.0,8,28
C[C@H](CO)N1C[C@H](C)[C@H](CN(C)C(=O)Nc2ccc(F)cc2)Oc2ccc(NS(=O)(=O)c3ccccc3)cc2C1=O,16,-17,-2,4.7,-12,0.1,/,-7
CC(=NNC(=O)c1ccc(NS(=O)(=O)c2cccs2)cc1)c1ccc(OCC(N)=O)cc1,-3,-9,0,-2.4,1,-0.1,-2,/
Cc1nn(-c2ccccc2)c(C)c1/C=N/NC(=O)CSc1nnc(-c2ccccc2)n1-c1ccc(Cl)cc1,/,10,/,/,-4,0.0,/,-29
CC(=O)c1nn(-c2cccc(Br)c2)cc1C(=O)c1ccc(Cl)cc1,12,3,2,2.0,/,0.0,24,9
O=C(Cn1nc(C(=O)O)c2ccccc2c1=O)Nc1cccc(S(=O)(=O)N2CCCCCC2)c1,0,9,-5,2.4,-2,0.0,6,/
Cc1nc2c(-c3ccc(F)cc3)c(C)nn2c(C)c1CCC(=O)NCc1ccco1,10,-6,0,1.9,-11,0.1,4,-11
O=C(OCc1ccc(F)cc1)c1ccc2ccccc2n1,3,-16,-1,-0.7,2,0.0,11,-1
C[C@@H]1CN([C@@H](C)CO)C(=O)Cc2cc(NC(=O)CCN3CCOCC3)ccc2O[C@H]1CN(C)C,-6,2,1,-2.6,-13,0.3,-6,21
O=C(N[C@@H]1CC[C@H](CCn2cc(-c3ccccn3)nn2)O[C@@H]1CO)c1ccncc1,-3&7,-6&-8,-2&1,-0.8&-3.1,66*,0.0&0.0,-5&7,-18&11
COc1ccc(-c2noc(CCCC(=O)N3CCOCC3)n2)cc1,-3,-8,3,3.3,-5,0.1,9,5
C[C@H]1CN=C(Nc2ccccc2)N1CCC1CCCCC1,-5,-4,4,1.9,-4,0.0,3,-22
O=C1CCCN1c1ccc(S(=O)(=O)N2CCN(c3ccccc3)CC2)cc1,1,-1,-2,-2.3,-1,0.1,4,39

# Taken from above.
# `Cc1ccc(S(=O)(=O)N(C)C[C@@H]2Oc3cc(C#Cc4ccccc4)ccc3S(=O)(=O)N([C@@H](C)CO)C[C@@H]2C)cc1` | EWS-Fli block: 12
# `CC(=O)c1nn(-c2cccc(Br)c2)cc1C(=O)c1ccc(Cl)cc1` | DENV2 CPE: 12

# (next part)
SMILES,DENV2 CPE,PAX8 reporter,ERp5 block,CFTR F508del cor,ARNT-TACC3 inh,XiGFP reactiv,EWS-Fli block,GSIS activator
CC1(O)N(Cc2ccccc2)C(=O)OC12CCCCC2 (stereo not drawn),-6,/,-3,-1.5,-1,/,10,9
CCC1CCCCN1C(=O)CSc1nc(N)c(NC(=O)c2ccc(OC)c(OC)c2)c(=O)[nH]1 (stereo not drawn),9,-5,2,1.0,-5,0.1,2,4
O=C(NCC[C@@H]1CC[C@H](NS(=O)(=O)c2cccc(F)c2)[C@H](CO)O1)C1CCOCC1,-1,/,5,0.0,2,-0.8,-1,-2
C=C(C)Cn1c(NCCC)nc2c1c(=O)n(C)c(=O)n2C,10,0,0,2.8,-8,0.3,0,/
CCC(=O)Nc1c(-c2ccccc2)c(=O)c2ccccc2n1C,9,2,3,-0.7,-4,0.1,7,10
CC(=O)C1[C@H](N(C)C)CC2C3CC=C4CC(O)CC[C@]4(C)C3CC[C@@]21C (stereo partly drawn),0,-4,3,-0.4,-8,-0.1,-2,6
O=C(CC1CCCC1)N1CCCC(Nc2ccc(F)cc2)C1 (stereo not drawn),-13,1,6,3.9,-2,0.0,/,9
O=C(/C=C/c1ccccc1[N+](=O)[O-])OC1CCCCC1=O (stereo not drawn),4,6,6,-3.5,1,0.0,0,12
Cc1ccc(Oc2c(CO)c(-c3ccccc3)nn2C)cc1,7,15,2,2.1,-4,0.0,2,8
C[C@H]1CN([C@@H](C)CO)C(=O)c2cc(NC(=O)Cc3ccccc3)ccc2O[C@H]1CN(C)C(=O)Nc1ccc2c(c1)OCO2,/,5,/,1.3,/,0.3,-5,2
O=C(C[C@H]1C=C[C@H](NS(=O)(=O)c2ccc(F)cc2)[C@H](CO)O1)NC1CCCCC1,9,-6,-4,-1.4,2,-0.5,-9,12
Cc1ccc(S(=O)(=O)Nc2ccc3c(c2)C(=O)N([C@@H](C)CO)C[C@@H](C)[C@@H](CN(C)Cc2ccc(C(=O)Nc4ccccc4N)cc2)O3)cc1,-3,5,2,-2.3,5,2.5,52*,-2
CCN(C(=O)CSc1nc(-c2cccs2)nc2ccccc12)C1CCS(=O)(=O)C1 (stereo not drawn),?,13,3,0.9,6,0.0,0,20
C[C@H](CO)N1C[C@H](C)[C@@H](CN(C)Cc2ccc(C(F)(F)F)cc2)Oc2c(NC(=O)CCCCCC(=O)Nc3ccccc3N)cccc2C1=O,2,69*,-7,2.1,/,-0.9,/,-8
CCC(=O)N(C)C[C@@H]1Oc2cc(C#CCC(C)C)ccc2S(=O)(=O)N([C@@H](C)CO)C[C@H]1C,-3,/,-3,-4.7,-5,-0.6,7,-8
CC(C)CC#Cc1ccc2c(c1)O[C@@H](CN(C)C(=O)c1ccccc1F)[C@H](C)CN([C@H](C)CO)S2(=O)=O,17,/,-5,2.0,-3,-0.9,22,-7
COc1ccc(/C=N/NC(=O)c2nn(C)cc2Br)cc1CSCc1ccco1,-5,-14,-15,1.0,4,0.3,-7,28
CCC(=O)N1CCc2cc(S(=O)(=O)CCC(=O)NC(C)CC)ccc21 (stereo not drawn),/,-1,6,3.4,-3,0.3,-6,0
C/C=C/c1ccc([C@H]2[C@@H](CO)N(C(C)=O)C23CN(C(=O)NC2CCCC2)C3)cc1,13,/,6,-1.2,/,0.0,-5,-2
CC(=O)N1CC2(C1)[C@H](c1ccccc1)[C@H](CO)N2Cc1cc(F)ccc1F,4,-10,1,-3.9,/,0.0,-3,4
COc1ccccc1CNc1nc2cc(-c3sccc3C)sc2c(=O)n1C,-12,-43,7,0.5,/,0.1,-62,11
O=C1CCC/C1=C\Nc1ccc(Cl)c([N+](=O)[O-])c1,-2,4,0,-3.9,-4,-0.1,-22,3
CCCn1c2ccccc2c2cnn(CC(=O)NCCCN3CCN(c4ccccc4)CC3)c(=O)c21,?,4,2,-1.8,7,0.2,4,4
CCNc1nc(CSc2ccccc2)nc2sc(C)c(C)c12,/,22,/,/,2,0.0,/,-17
COc1ccc(NC(=O)CN(c2ccccc2C)S(C)(=O)=O)c(OC)c1,3,8,1,2.0,-1,-0.1,-5,-6
COC(=O)C1(C(=O)OC)C2CCCCC2N(S(=O)(=O)c2ccc(C)cc2)[C@@H]1CC(C)=O (stereo partly drawn),5,12,1,-0.6,/,0.0,-3,13
CCCNC(=O)N1C[C@@H](C)[C@@H](OC)CN(C)C(=O)c2cc(NS(=O)(=O)CC(F)(F)F)ccc2OC[C@@H]1C,1,-3,-5,-0.9,-1,0.9,0,-1
CCOC(=O)n1cc(-c2cnc(CNC(=O)C(C)(c3ccccc3)c3ccccc3)o2)c2ccccc21,-23,23,2,-1.1,/,0.0,9,-31
Fc1ccc(NCc2n[nH]c(=S)n2Cc2ccccc2)cc1,-6,2,-4,2.0,3,0.0,1,-1
O=C(NC1CCCC1)N1CC(=O)N2[C@H](CO)[C@@H](c3ccc(-c4cccc(F)c4)cc3)[C@@H]2C1,?,4,-2,5.4,/,0.3,-2,-17
O=C(C[C@@H]1CC[C@H]2[C@@H](COC[C@@H](O)CN2C(=O)c2ccccc2)O1)N1CCc2ccccc2C1,1,-4,-2,0.1,-3,-0.1,-10,8
Cc1nn(-c2ccccc2)c(N)c1Sc1ccccc1[N+](=O)[O-],3,3,-4,/,10,0.3,5,-54
Cn1cnc(S(=O)(=O)N[C@@H]2CC[C@@H](CC(=O)NCC3CCCCC3)O[C@@H]2CO)c1,-2,/,6,-0.1,-4,0.5,/,4
FC(F)(F)c1ccccc1CNCc1ccc2c(c1)OCO2,-2,-16,2,-2.2,-17,0.0,-7,2
CN1CCc2c(sc(NC(=O)CS(=O)(=O)c3ccc(F)cc3)c2C(N)=O)C1,0,/,2,0.7,-2,0.0,-9,2
Cc1ccc(S(=O)(=O)Nc2cc(C(F)(F)F)ccc2N2CCOCC2)cc1C,-1,14,?,/,-1,0.1,-13,2
COC(=O)Cn1cnc2c(cnn2-c2ccc(OC)cc2)c1=O,?,-2,-1,4.1,-2,0.0,-35,8
COc1ccc2c3c(n(C)c2c1)[C@H](CO)N(C(=O)c1cnccn1)CC31CN(C(=O)c2cnccn2)C1,-7,/,-2,0.0,/,0.2,1,14
COc1ccc(C(=O)c2ccccc2C(=O)c2ccccc2)cc1,-6,6,4,0.7,-1,0.3,-7,-3
CC(=O)Nc1nc(C)c(Oc2cccc(C(F)(F)F)c2)c(=O)[nH]1,?,-15,-6,-3.2,11,0.1,6,/
C[C@H]1NS(=O)(=O)c2cccc(Cl)c2O[C@@H]1c1ccccc1,11,1,3,-3.1,/,0.0,8,-20
C[C@@H](NC(=O)Cn1cnc2c(NCc3ccccc3)ncnc21)c1cccc2ccccc12,-4,16,-5,4.9,3,-0.1,3,-2
CC(C)Oc1cc(NC(=O)CS(=O)CC(=O)Nc2cccc(C(F)(F)F)c2)c(Cl)cc1Cl (stereo not drawn),11,/,-2,1.3,-2,/,5,-16
Cc1noc(C)c1COC(=O)c1ccc(S(=O)(=O)N2CCCCC2)cc1,0,9,5,3.7,-3,0.0,4,-24
CCCc1nnc(NC(=O)c2cccc(OC)c2)s1,-5,/,1,3.1,-1,/,-39,8
CCC(=O)N1C[C@H](C)[C@H](OC)CN(C)C(=O)c2cc(NC(=O)C3CCCCC3)ccc2OC[C@H]1C,3,-9,2,-3.2,-9,0.1,-14,7
C[C@H]1CN([C@@H](C)CO)C(=O)Cc2cc(NC(=O)NC3CCCCC3)ccc2O[C@@H]1CN(C)Cc1ccncc1,10,20,-1,0.5,5,-1.5,-6,8
O=C(O)CCC/C=C\C[C@@H]1[C@@H](/C=C/[C@@H](O)COc2cccc(Cl)c2)[C@H](O)C[C@@H]1O,11,1,-1,6.7,-2,0.1,0,-14
